# Assay outcomes: PubChem, National Center for Advancing Translational Sciences (NCATS)
# AmpC no deterg: AmpC beta-lactamase inhibition without detergent | AID 485341 | hit rate 0.52% among 330,000 | P00811 | AmpC nitrocefin hydrolysis, absorbance 480 nm, 0.0001% Triton | Potency, µM (series often up to 57.1 µM), without a hit: at the top dose activity change, negative = inhibition, most hits filed as inhibitors;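 note: potency is the fitted concentration of half-maximal effect; plate controls were no compound for no effect and no enzyme for full effect; nearly all actives have a fitted effect of over 20% in size; some results filed as inactive show a strong effect at the top dose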
# Target sequence (P00811 whole entry, looked up): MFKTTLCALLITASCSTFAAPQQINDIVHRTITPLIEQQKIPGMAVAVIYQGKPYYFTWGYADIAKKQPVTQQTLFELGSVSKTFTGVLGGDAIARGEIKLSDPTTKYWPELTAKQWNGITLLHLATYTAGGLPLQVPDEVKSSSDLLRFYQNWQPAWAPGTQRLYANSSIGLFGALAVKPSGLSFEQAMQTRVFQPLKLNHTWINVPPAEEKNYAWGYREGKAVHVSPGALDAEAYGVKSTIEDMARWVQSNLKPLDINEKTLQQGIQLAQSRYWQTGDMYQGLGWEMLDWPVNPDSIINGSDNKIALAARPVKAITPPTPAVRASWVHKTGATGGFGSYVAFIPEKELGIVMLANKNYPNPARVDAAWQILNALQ
#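 AmpC (5.3 nM in the dispensed reagent) in 20 mM phosphate pH 7.0 with 0.01% (detergent screen) or 0.0001% Triton X-100 was preincubated with compounds for 15 min at room temperature. Nitrocefin was then added from an 800 uM solution, and hydrolysis was followed at 480 nm.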
# Cycloheximide cs: counter-screen for Shiga toxin inhibitors: cycloheximide protein synthesis inhibition | cell reporter, cycloheximide protein synthesis inhibition counterscreen | max response, % | hit rate 12% among 300,000; in the data active = max response mostly above about 13%, no sharp cut-off; inactive = mostly below about 14%; note: read at 38.3 µM for the half of the compounds with a filed dose; 0% is about no effect
# AmpC detergent: inhibitors of E. coli AmpC beta-lactamase with detergent | hit rate 0.041% among 370,000 | P00811 | Potency, µM (doses to about 114 µM), inactives show top-dose activity change, negative = inhibition, most hits filed as inhibitors | AmpC hydrolysis of nitrocefin, absorbance 480 nm, 0.01% Triton;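 note: potency is the fitted concentration of half-maximal effect; 0% = no-compound wells and -100% = no-enzyme wells; nearly all actives have a fitted effect of over 25% in size; some results filed as inactive show a strong effect at the top dose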
#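 AmpC (5.3 nM in the dispensed reagent) in 20 mM phosphate pH 7.0 with 0.01% (detergent screen) or 0.0001% Triton X-100 was preincubated with compounds for 15 min at room temperature. Nitrocefin was then added from an 800 uM solution, and hydrolysis was followed at 480 nm.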
# HCMV inh: blocks human cytomegalovirus replication; HFF cells, HCMV-luciferase reporter, 72 h; hits give low values; activity change, negative = inhibition, % at 57.5 µM; hit rate 4.5% among 410,000; in the data active = activity change below about -60%; inconclusive = no clear call, values can overlap the other calls; inactive = above about -39%; note: % is set by controls: 0 for no effect and ±100 for the full control effect
#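 Luciferase read-out from HCMV-luciferase-infected HFFs (MOI 1 PFU/cell) 72 h post infection at 37C; compounds added after 16 h cell attachment; activity normalized between buffer-only basal and Salinomycin (10uM) inhibitor controls.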
# Giardia FBPA inh: inhibitors of Giardia lamblia fructose-1,6-bisphosphate aldolase. AID 2451. Potency, µM (titrated, usually from 59.6 µM), for the others: top-dose activity, negative = inhibition, usual class: inhibitors. purified Giardia FBPA. A8B2U2. hit rate 0.71% among 290,000; note: potency is the fitted concentration of half-maximal effect; % is set by controls: 0 for no effect and ±100 for the full control effect; nearly all actives have a fitted effect of over 55% in size
# Target sequence (A8B2U2 whole entry, looked up): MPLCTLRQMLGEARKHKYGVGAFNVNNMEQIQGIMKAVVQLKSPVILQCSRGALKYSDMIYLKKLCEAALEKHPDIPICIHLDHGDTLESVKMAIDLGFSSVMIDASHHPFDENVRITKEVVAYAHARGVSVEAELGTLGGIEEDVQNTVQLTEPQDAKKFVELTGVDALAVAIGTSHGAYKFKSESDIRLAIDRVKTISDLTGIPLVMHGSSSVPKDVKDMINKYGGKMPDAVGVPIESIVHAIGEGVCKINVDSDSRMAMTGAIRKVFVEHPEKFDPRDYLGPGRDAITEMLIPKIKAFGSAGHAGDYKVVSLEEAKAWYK
#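 40 nM FBPA preincubated 10 min at RT with compound (up to 57.5 uM final), then substrate plus GAPDH/TPI/NAD/arsenate coupling and diaphorase/resazurin added. Fluorescence read after 20 min at RT, 525/598 nm.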
# AMA1-RON2 inh: disrupts binding of P. falciparum AMA1 to RON2 | AlphaScreen AMA1-biotinylated RON2 peptide binding | Potency, µM (titrated, usually from 58.2 µM), for the others: at the highest dose activity change, negative = inhibition, hits mostly inhibitors | hit rate 0.2% among 360,000;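 note: potency is the fitted concentration of half-maximal effect; 0% = vehicle wells and -100% = peptide control; nearly all actives have a fitted effect of over 45% in size; some results filed as inactive show a strong effect at the top dose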
#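 AMA1 (3D7) with his tag at 25 nM final met compounds first, then biotinylated RON2 peptide at 25 nM; detection used donor plus acceptor beads, 10 µg/mL apiece, read by AlphaScreen after 30 min at room temperature.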
# Shiga toxin inh: blocks Shiga toxin action in Vero cells; inhibition, % at 38.7 µM; Vero cells, Shiga toxin protein synthesis inhibition reporter; hit rate 9.2% among 290,000; in the data active = inhibition mostly above about 28%, no sharp cut-off; inactive = mostly below about 43%; note: 0% is about no effect
# Active calls of the source: *; ? = inconclusive; . = not tested or not shown; & = joins results of further samples; [ ] = another dose, or the depositor's remark. Unless noted, calls come from the whole dose curve; as a rule, active = well fitted curve in the direction sought with a large enough effect; inconclusive = small, poorly fitted or top-dose-only effect, or another doubt; inactive = no such curve, though single readings can be large; an effect the other way counts as inactive or inconclusive.
# Sequence of screens – AmpC no deterg | Cycloheximide cs | AmpC detergent | HCMV inh | Giardia FBPA inh | AMA1-RON2 inh | Shiga toxin inh
CC1(C)CC(=O)C(CO)=C(c2cccc3ccccc23)C1=O
 : 2.0% | . | 1.9% | -27.9 | . | 31.7% | .
CCOC(=O)c1cc(NC(=O)c2ccc(C)cc2)c(=O)oc1C(F)(F)F
 : 4.0% | 17.8 | 4.7% | ? | -0.5% | 13.7% | 25.6
COC(=O)c1ccc(/C=C/c2c(-c3ccc(OC)cc3)oc3ccccc23)cc1
 : -13.5% | -1.3 | ? | 8.6 | 4.6% | 8.0% | -3.5
CC(C)(C)c1ccc(C(CC(=O)O)NC(=O)Cc2ccc(F)cc2)cc1 (stereo unspecified)
 : -5.1% | -6.1 | 2.4% | . | 9.9% | . | 19.1
Oc1cccnc1SCc1ccccc1
 : -16.9% | . | ? | 15.5 | . | 9.5% | .
CCn1cnc2sc(C(=O)Oc3cccc(C)c3)c(C)c2c1=O
 : -16.3% | 28.7* | ? | -9.9 | 8.0% | -0.2% | 78.8*
CCc1nc(SCC(=O)c2ccc(C)c(C)c2)n[nH]1
 : -9.5% | 12.4 | ? | 18.1 | ? | 7.6% | 70.5*
C/C(=N\Nc1ncc(Cl)cc1Cl)c1ccc(S(=O)(=O)NCc2ccco2)cc1
 : 31.6µM* | 113.3* | ? | 31.1 | -13.3% | 4.2% | 143.6*
O=C1O/C(=C/c2ccccc2)N=C1c1ccccc1
 : -25.8% | -1.2 | -4.2% | 16.5 | 3.0% | -7.5% | 11.0
CC(C)(C)NC(=O)CSc1nc2scc(-c3ccccc3)c2c(=O)[nH]1
 : -23.7% | 0.4 | -9.0% | -28.8 | 14.3% | -16.2% | 7.4
C/C=C/C(=O)OCC(=O)Nc1cc(-c2cc(C)c(C)cc2C)nn1-c1ccccc1
 : 1.3% | -1.0 | 5.5% | 6.6 | -7.0% | -1.5% | 2.2
CCc1ccc(OCCNC(=O)c2cccs2)cc1
 : -22.5% | 40.5* | 0.6% | 29.4 | -4.6% | 15.3% | 53.0*
O=C(NCc1ccccc1Cl)C1CCCN(S(=O)(=O)c2cccc3nsnc23)C1 (stereo unspecified)
 : -17.5% | -1.8 | -4.9%&-14.4% | -8.1&-19.4 | -0.6% | -1.4% | -11.0
CCCCCCc1cc2cc(-c3nnc(-c4ccccc4O)o3)c(=O)oc2cc1O
 : -31.2% | -1.1 | ? | -104.1* | 4.0% | 42.5%[activator] | -7.0
CCOc1ncccc1C(=O)OCc1csc(CC(=O)Nc2ccccc2C)n1
 : -28.4% | . | -9.5% | ? | . | -14.8% | .
CC(OC(=O)c1ncc(Cl)c(Cl)c1Cl)C(=O)NC1(C#N)CCCCC1 (stereo unspecified)
 : -10.5% | . | -1.5% | -35.7 | . | 1.2% | .
CC(=O)N(CC(=O)O)c1ccccc1C(=O)O
 : -14.7% | 2.6 | -10.5% | 68.2 | 0.1% | -4.7% | -11.2
Cc1c(OCC(=O)NC(Cc2ccc(Cl)cc2)C(=O)O)ccc2c3c(c(=O)oc12)CCCC3 (stereo unspecified)
 : 2.8% | -0.9 | -14.9% | -19.0 | 15.8% | -0.7% | 10.4
O=[N+]([O-])c1ccc2nc(-c3ccc(Cl)cc3)n(OCc3ccccc3)c2c1
 : -19.8% | 35.4* | ? | -5.3 | -5.5% | -14.6% | 96.4*
N/C(=N\OC(=O)COc1ccc([N+](=O)[O-])cc1)c1ccncc1
 : -8.5% | -1.2 | 0.3% | -20.6 | 1.6% | 3.4% | -4.6
Cc1oc(-c2cc3c(cc2Cl)OCO3)nc1CN1CCCC(C(=O)N2CCOCC2)C1 (stereo unspecified)
 : 28.2% | -2.2 | -8.1% | -34.2 | 4.0% | -3.2% | -13.0
NNC(=O)CNC(c1ccccc1)c1cc(Br)ccc1NC(=O)c1cccc(Cl)c1 (stereo unspecified)
 : -33.9% | -0.9 | -9.9% | -20.6 | -1.2% | 34.6%[activator] | -4.5
COCCn1c(SCC(=O)Nc2ccc(C(C)=O)cc2)nc2c([nH]c3ccccc32)c1=O
 : -8.5% | -0.7 | -5.1% | 107.7 | . | -1.4% | 0.6
COC(=O)[C@H](Cc1ccccc1)NC(=O)NCc1ccc(S(N)(=O)=O)cc1
 : -23.4% | -5.9 | 6.1% | -8.3 | 7.1% | -0.6% | 15.6
CN(C)CCN=Cc1c(O)n(Cc2ccco2)c(=O)[nH]c1=O
 : -19.3% | -1.5 | -4.8% | 22.0 | 6.6% | 20.0% | 9.9
Cc1nn(Cc2ccccc2Cl)c(C)c1NC(=O)CSc1n[nH]c(C)c1[N+](=O)[O-]
 : -9.9% | 0.7 | ? | . | -1.5% | . | -10.6
Nc1[nH]nc2c1NN(c1ccc(Cl)cc1Cl)N2
 : -36.3% | 48.3* | -5.3% | -16.3 | -1.3% | -2.7% | 82.5*
CC1(C)Oc2ccc3ccc(=O)oc3c2/C(=C/N)C1=O
 : -40.9% | -2.6 | -14.6% | 5.5 | 1.4% | -0.2% | 19.8
N#Cc1cc2sc3nnc(-c4ccncc4)n3c2cc1C#N
 : -26.6% | -1.2 | ? | -62.1* | 0.4% | -4.7% | -10.8
CCOC(=O)c1c(NC(=O)CSc2nnc(-c3ccncc3)n2Cc2ccco2)sc(C)c1C
 : 65.6%[activator] | -1.8 | 0.4% | -31.5 | 7.2% | -28.5% | -37.5
O=C(CC1C(=O)NCCN1Cc1cccc(Oc2ccccc2)c1)NCCc1cnccn1 (stereo unspecified)
 : 66.3%[activator] | 4.4 | -1.9% | -12.5 | -22.4% | 32.0%[activator] | 29.0
COc1ccc(C(=O)Nc2ccc(S(=O)(=O)N3CCOCC3)cc2)cc1OC
 : -16.2% | 1.0 | -3.5% | 12.7 | 3.5% | -10.6% | -9.1
O=C(Nc1ccc(S(=O)(=O)N2CCCC2)cc1)c1ccc(CN2CCc3ccccc3C2)cc1
 : -7.4% | -1.6 | -1.1% | . | -16.7% | -3.2% | 2.7
COc1cc(OC)cc(C(=O)Oc2c(CN3CCOCC3)cc(Cl)c3cccnc23)c1
 : 77.8%[activator] | 8.0* | 6.5% | ? | ? | 46.7%[activator] | 35.5
COc1ccc(-c2nc3ncccn3c2Nc2ccccc2)cc1
 : -26.2% | -5.6 | 11.0% | -19.4 | 6.6% | -1.8% | -5.1
Cc1cccc(CN2CCN(C(=O)CCc3nnc(C4CCCCC4)o3)CC2)c1
 : 153.9%[activator] | 9.1 | 10.0% | -4.5 | 5.2% | 0.0% | 40.6
Cc1nn(CCCC(=O)NCCc2ccccc2)c(C)c1[N+](=O)[O-]
 : -4.5% | 1.4 | 11.1% | -7.2 | -0.2% | -10.4% | 8.6
CN(C/N=C(\N)N[N+](=O)[O-])S(=O)(=O)c1ccccc1
 : -16.8% | -2.0 | 2.9% | ? | 11.8% | -16.8% | 10.1
CC1=C(C(=O)Nc2ccccc2C)C(c2ccc[nH]2)n2ncnc2N1 (stereo unspecified)
 : . | 5.0 | -5.9% | -3.1 | . | . | 13.9
Cc1ccc(NC(=O)NNC(=O)C2CCN(Cc3ccc(F)cc3Cl)CC2)cc1
 : -10.7% | 1.0 | 4.5% | -4.1 | 1.7% | 70.6%[activator] | -5.4
Oc1c(-c2cc(-c3ccco3)[nH]n2)ccc2ccccc12
 : ? | 47.9* | ? | 149.3 | -7.6% | 2.6% | 148.7*
CCCCc1nc(C(N)=O)c2[nH]c(=O)n(-c3ccc(OC)cc3OC)c2n1
 : 6.8% | -0.7 | -8.0% | . | -2.6% | 16.6% | -3.5
O=C(Nc1ccccc1)N[C@H]1C[C@H](C(=O)O)Nc2cc(Cl)cc(Cl)c21
 : . | -1.7 | . | . | 5.5%&11.6% | . | 3.5
CCCN(Cc1cc2cc(C)ccc2[nH]c1=O)S(C)(=O)=O
 : -10.6% | 1.4 | ? | -16.8 | -1.7% | -5.8% | -15.7
O=C(Cn1cnc2ccccc21)N1CCN(S(=O)(=O)c2ccccc2)CC1
 : -13.2% | -7.9 | -5.5% | 9.1 | 3.4% | 0.9% | -11.3
O=C1CCCCCN1CP(=O)(O)CN1CCOCC1
 : -4.7% | -0.5 | -9.3% | 17.6 | 2.3% | . | -10.0
CCOc1ccc(C(=O)N(CN2CCCC2=O)c2ccccc2)cc1
 : 13.3% | 10.9 | -1.2% | 12.8 | 0.4% | -6.3% | 11.7
Clc1ccccc1OCc1nnc(-c2ccccc2Br)o1
 : -23.1% | 52.2* | -7.9% | 82.7 | 5.0% | 0.3% | 120.2*
O=C(O)CN1C(=O)C2C3CC(C2C1=O)C1C(c2ccccc2)c2sc(=O)[nH]c2SC31 (stereo unspecified)
 : -9.7% | -3.4 | -1.6% | -2.7 | 8.0% | 16.0% | 20.3
Nc1ccc(C(=O)N/N=C\C=C\c2cccc([N+](=O)[O-])c2)cc1
 : -25.8% | 8.3 | -4.0% | 17.7 | -8.7% | 66.7%[activator] | 8.5
O=C(CCCOc1ccc(Cl)cc1Cl)N1CCc2ccccc2C1
 : 72.3%[activator] | 1.9 | -4.9% | 25.1 | -3.2% | 7.2% | -0.6
Cc1ccnc2nc(C(=O)Nc3cc(Cl)ccc3N3CCOCC3)nn12
 : 1.0% | 0.0 | 1.0% | -11.4 | 0.3% | -8.0% | -8.8
COc1ccc(C2NC(=S)NC(C)=C2C(=O)Nc2ccccn2)cc1 (stereo unspecified)
 : -24.3% | 36.3* | ? | 73.8 | 2.5% | -8.6% | 34.1*
CCOC(=O)c1c(NC(=O)CSc2nnnn2-c2ccccc2OCC)sc2c1CC(C)(C)NC2(C)C
 : ? | . | ? | -29.7 | . | -8.3% | .
CCc1nnc(NS(=O)(=O)c2ccc(NCc3ccccc3O)cc2)s1
 : -34.5% | -2.3 | -8.0% | 13.1 | -21.1% | 10.9% | -4.0
O=C(NC1CCCCC1)N1CCc2ccccc21
 : -16.1% | 27.9* | ? | 22.6 | -2.1% | -10.2% | 46.9*
O=C1CN(C(=O)c2ccccc2)C(c2ccc(F)cc2)c2cc(Br)ccc2N1 (stereo unspecified)
 : -13.5% | -1.5 | ? | -10.7&23.0 | 9.6% | 2.6% | -15.0
Nc1ccc(-c2sc(N)nc2-c2ccccc2)cc1
 : -29.6% | 1.1 | -6.7% | -103.4* | 0.3% | -10.9% | -12.4
Cc1ccc(CN2CCN(Cc3cnc(C)[nH]3)CC2CCO)cc1 (stereo unspecified)
 : 4.0% | 0.4 | -2.3% | -11.9 | -0.8% | 7.7% | -10.1
C=CCOc1ccc2ccccc2c1CNn1cn[nH]c1=S
 : -31.4% | -2.6 | -14.1% | 2.3 | ? | 86.5%[activator] | .
Cc1ccc(N(Cc2ccc(C(=O)Nc3c(C)n(C)n(-c4ccccc4)c3=O)cc2)S(C)(=O)=O)cc1C
 : 67.1%[activator] | -2.1 | ? | -25.0 | 11.9% | 6.5% | -7.2
COc1cc(OC)cc(C2=NC3(CCC(C)CC3)NC2=S)c1 (stereo unspecified)
 : -21.3% | -3.8 | 2.5% | 0.0 | -4.5% | 50.3%[activator] | 52.6
